High-throughput results from PubChem.
Gli-Sufu antag: blocks Gli-Sufu signaling in a luciferase reporter; Sufu-KO-LIGHT fibroblasts, Gli luciferase reporter luminescence; inhibition, % at 5 µM; 340,000 compounds, 0.74% hits; AID 588413;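 active = inhibition above about 55%, limit read from the data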;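 note: 0% = DMSO-treated cells and 100% = wells with medium but no cells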
APJ agonist: agonists of human APJ apelin receptor; P35414; activation, % at 20 µM; 330,000 compounds, 0.11% hits; CHO-K1 APJ PathHunter beta-arrestin, luminescence; 0% DMSO wells, 100% apelin;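 active = activation more than six SD over the plate average, tested at 20 µM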;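 note: 0% = DMSO alone and 100% = apelin-13 at 10 nM; some results filed as inactive read as strong as hits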
Target sequence (P35414 whole entry, looked up): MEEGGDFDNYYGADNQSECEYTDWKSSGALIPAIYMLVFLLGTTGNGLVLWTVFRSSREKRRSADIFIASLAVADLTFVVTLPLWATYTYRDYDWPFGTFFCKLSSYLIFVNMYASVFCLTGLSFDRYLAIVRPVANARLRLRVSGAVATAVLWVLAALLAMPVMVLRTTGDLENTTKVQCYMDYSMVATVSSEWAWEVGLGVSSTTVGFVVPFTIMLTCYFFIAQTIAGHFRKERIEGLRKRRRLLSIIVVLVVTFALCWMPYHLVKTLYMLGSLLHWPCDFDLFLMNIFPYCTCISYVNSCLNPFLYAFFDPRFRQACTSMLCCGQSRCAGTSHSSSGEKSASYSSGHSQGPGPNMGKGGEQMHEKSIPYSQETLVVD
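assay system = CHO-K1 APJ beta-arrestin complementation cell line | input = cell density 1000 per well | dosing = compound 20 µM once, DMSO 1% | timing = compound 90 min 25 °C, reagent 1 h | measured by = luminescence from split beta-galactosidase complementation, Galacton Star/Emerald II substrate | read-out basis = APJ agonist activity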
CXCR6 block: blocks human CXCR6 beta-arrestin recruitment; O00574; CHO-K1 PathHunter CXCR6 beta-arrestin, luminescence; inhibition, % at 20 µM; 360,000 compounds, 0.36% hits; AID 602244; in the data active = inhibition above about 34%, passing the limit was not always enough;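 note: antagonist mode with CXCL16 agonist at 10 nM final; 0% = 10 nM CXCL16 with DMSO and 100% = unstimulated wells without agonist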
APJ antag: blocks the human apelin receptor APJ; CHO-K1 APJ beta-arrestin complementation, luminescence; AID 2521; 330,000 compounds, 0.32% hits; P35414; inhibition, % at 20 µM;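 active = inhibition above about 40% at 20 µM, limit read from the data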;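 note: cells challenged with 10 nM apelin-13 agonist together with compound; plate controls were apelin-13 plus DMSO wells for no effect and DMSO wells lacking apelin-13 for full effect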
ATG4B inh: inhibitors of human ATG4B cysteine protease; Q9Y4P1; ATG4B cleavage of LC3-PLA2, NBD-HPC fluorescence, 1 h; inhibition, % at 8.33 µM; 340,000 compounds, 0.51% hits; in the data active = inhibition above about 40%
EBI2 antag: EBI2 (human) antagonism; P32249; 360,000 compounds, 0.81% hits; EBI2 beta-arrestin recruitment, luminescence, 7a,25-OHC stimulated; inhibition, % at 5 µM; in the data active = inhibition above about 38%;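 note: enzyme fragment complementation signal reports receptor beta-arrestin coupling in cells; 0% = agonist plus DMSO wells and 100% = wells without agonist; some results beyond the cut were filed as inactive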
Target sequence (P32249 whole entry, looked up, the tested form may be a part): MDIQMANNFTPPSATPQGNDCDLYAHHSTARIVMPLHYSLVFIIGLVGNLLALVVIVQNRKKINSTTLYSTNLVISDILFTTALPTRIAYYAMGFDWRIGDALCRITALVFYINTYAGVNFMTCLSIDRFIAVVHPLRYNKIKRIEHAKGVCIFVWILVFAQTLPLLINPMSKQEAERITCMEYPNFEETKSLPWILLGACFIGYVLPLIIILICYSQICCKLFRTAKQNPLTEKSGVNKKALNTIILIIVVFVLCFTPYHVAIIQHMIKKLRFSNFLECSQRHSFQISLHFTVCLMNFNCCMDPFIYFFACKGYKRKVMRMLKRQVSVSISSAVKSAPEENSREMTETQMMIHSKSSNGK
CCR6 antag: antagonists of human CCR6 receptor. P51684. CHO-K1 CCR6 PathHunter beta-arrestin, luminescence, CCL20-stimulated. inhibition, % at 20 µM. 340,000 compounds, 0.49% hits;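 active = compounds whose inhibition of the agonist-driven luminescence signal at 20 µM reaches about 50%, limit read from the data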;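 note: cells stimulated with CCL20 at 14 nM final; plate controls were DMSO with CCL20 for no effect and DMSO without agonist for full effect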
Target sequence (P51684 whole entry, looked up): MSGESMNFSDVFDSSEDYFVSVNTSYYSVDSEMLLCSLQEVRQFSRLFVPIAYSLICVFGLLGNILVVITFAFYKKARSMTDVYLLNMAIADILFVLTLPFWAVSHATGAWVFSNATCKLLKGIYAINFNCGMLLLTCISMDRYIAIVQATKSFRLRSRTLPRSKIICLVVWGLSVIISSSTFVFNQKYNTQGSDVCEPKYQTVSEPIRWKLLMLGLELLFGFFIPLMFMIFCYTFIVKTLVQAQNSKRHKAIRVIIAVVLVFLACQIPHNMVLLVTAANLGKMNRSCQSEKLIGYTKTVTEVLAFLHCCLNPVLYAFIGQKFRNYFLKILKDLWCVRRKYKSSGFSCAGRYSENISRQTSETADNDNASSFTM
UBC13 inh: blocks human UBC13 polyubiquitin chain formation; 330,000 compounds, 0.47% hits; TR-FRET; inhibition, % at 20 µM; P61088; in the data active = inhibition above about 45%, passing the limit was not always enough
* = called active by the depositor.

Preview:
CCc1ccc(N2CC(C(=O)NCC(C)(C)N3CCOCC3)CC2=O)cc1 (centres undefined) was read as Gli-Sufu antag -1, APJ agonist -4, CXCR6 block 10, APJ antag 19, ATG4B inh -6, EBI2 antag 1, CCR6 antag 3 and UBC13 inh 16.
`Cc1cc(C(=O)OCC(=O)NC(C)c2ccccc2)c(C)o1` (centres undefined) gave Gli-Sufu antag 26, APJ agonist -3, CXCR6 block 0, APJ antag 9, ATG4B inh 2, EBI2 antag 1, CCR6 antag -1 and UBC13 inh 2.
Screening CC(OC(=O)C12CCC(=O)N1c1ccccc1S2)C(=O)Nc1cccc(Cl)c1 (centres undefined) returned Gli-Sufu antag 3, APJ agonist -2, CXCR6 block 7, APJ antag 11, ATG4B inh -26, EBI2 antag 5, CCR6 antag -9 and UBC13 inh 20.
For CCCCn1c(N)c(N(CCOC)C(=O)CN(C)CC(=O)Nc2ccc(Cl)c(Cl)c2)c(=O)[nH]c1=O the results were Gli-Sufu antag -26, APJ agonist -2, CXCR6 block 6, APJ antag 2, ATG4B inh -2, EBI2 antag -2, CCR6 antag 2 and UBC13 inh 3.

The list itself (from the top)
CCc1ccc(N2CC(C(=O)NCC(C)(C)N3CCOCC3)CC2=O)cc1 (centres undefined) was read as Gli-Sufu antag -1, APJ agonist -4, CXCR6 block 10, APJ antag 19, ATG4B inh -6, EBI2 antag 1, CCR6 antag 3 and UBC13 inh 16.
`Cc1cc(C(=O)OCC(=O)NC(C)c2ccccc2)c(C)o1` (centres undefined) gave Gli-Sufu antag 26, APJ agonist -3, CXCR6 block 0, APJ antag 9, ATG4B inh 2, EBI2 antag 1, CCR6 antag -1 and UBC13 inh 2.
Screening CC(OC(=O)C12CCC(=O)N1c1ccccc1S2)C(=O)Nc1cccc(Cl)c1 (centres undefined) returned Gli-Sufu antag 3, APJ agonist -2, CXCR6 block 7, APJ antag 11, ATG4B inh -26, EBI2 antag 5, CCR6 antag -9 and UBC13 inh 20.
For CCCCn1c(N)c(N(CCOC)C(=O)CN(C)CC(=O)Nc2ccc(Cl)c(Cl)c2)c(=O)[nH]c1=O the results were Gli-Sufu antag -26, APJ agonist -2, CXCR6 block 6, APJ antag 2, ATG4B inh -2, EBI2 antag -2, CCR6 antag 2 and UBC13 inh 3.
`CC(C)Oc1ccc(S(=O)(=O)N2CCCCC2)cc1NC(=O)C1CSC2(C)CCC(=O)N12` (centres undefined) gave Gli-Sufu antag 12, APJ agonist -3, CXCR6 block 5, APJ antag 20, ATG4B inh -10, EBI2 antag 6, CCR6 antag 7 and UBC13 inh -9.
Screening CC1(C)N(OCc2ccccc2)C(=O)C(=O)N(OCc2ccccc2)C1(C)C returned Gli-Sufu antag 5, APJ agonist -3, CXCR6 block -3, APJ antag 5, ATG4B inh -11, EBI2 antag 6, CCR6 antag 18 and UBC13 inh 5.
Cc1ccc(-c2ccc(/C=C(\C#N)C(N)=S)n2C)cc1 was read as Gli-Sufu antag -21, APJ agonist -5, CXCR6 block 12, APJ antag 15, ATG4B inh -7, EBI2 antag 8, CCR6 antag 15 and UBC13 inh -51.
COc1ccc(C(CC(=O)NCc2ccccc2)Sc2n[nH]c(-c3ccccc3)n2)cc1 (centres undefined) was read as Gli-Sufu antag -9, APJ agonist -4, CXCR6 block -3, APJ antag 9, ATG4B inh 2, EBI2 antag 22, CCR6 antag 11 and UBC13 inh -21.
`CSc1ncnc2c1cnn2-c1ccc(C)cc1C` gave Gli-Sufu antag -19, APJ agonist 0, CXCR6 block 2, APJ antag 6, ATG4B inh 5, EBI2 antag 0, CCR6 antag -13 and UBC13 inh -2.
`c1ccc(-c2nnc(-c3ccccn3)nc2NC2CCCCC2)cc1` gave Gli-Sufu antag 91*, APJ agonist 1, CXCR6 block 7, APJ antag 33, ATG4B inh 0, EBI2 antag -33, CCR6 antag 42 and UBC13 inh -3.
Cc1ccc(N=C2NC(=O)c3cccc([N+](=O)[O-])c32)cc1 was read as Gli-Sufu antag -31, APJ agonist 1, CXCR6 block -1, APJ antag 2, ATG4B inh -5, EBI2 antag -9, CCR6 antag -12 and UBC13 inh 4.
`Cc1cc(C)cc(OCC(=O)O/N=C(\N)c2ccccc2Cl)c1` gave Gli-Sufu antag 8, APJ agonist 3, CXCR6 block -9, APJ antag -8, ATG4B inh -3, EBI2 antag -2, CCR6 antag -1 and UBC13 inh 6.
Screening Cc1[nH]nc2c1C1(CCC3(CC1)OCCO3)C(C#N)=C(N)O2 returned Gli-Sufu antag 9, APJ agonist 3, CXCR6 block 3, APJ antag -11, ATG4B inh -3, EBI2 antag -7, CCR6 antag 4 and UBC13 inh 6.
`COc1ccccc1/C=C/C(=O)NC(=S)Nc1ccc(S(=O)(=O)N(C)c2ccccc2)cc1` gave Gli-Sufu antag 1, APJ agonist -3, CXCR6 block 20, APJ antag 23, ATG4B inh 1, EBI2 antag 21, CCR6 antag 26 and UBC13 inh -8.
For CN(CCc1ccccn1)C(=S)Nc1cccc(S(=O)(=O)N(C)C)c1 the results were Gli-Sufu antag -4, APJ agonist -1, CXCR6 block -10, APJ antag 7, ATG4B inh 5, EBI2 antag -8, CCR6 antag 6 and UBC13 inh 2.
For CC1(C)N(O)CC(c2cccs2)=[N+]1[O-] the results were Gli-Sufu antag 18, APJ agonist 1, CXCR6 block -4, APJ antag 7, ATG4B inh 0, EBI2 antag -6, CCR6 antag 1 and UBC13 inh -10.
CCOC(=O)C1CCN(CCC(=O)Nc2ccc(Cl)cc2)CC1 was read as Gli-Sufu antag -1, APJ agonist -2, CXCR6 block 4, APJ antag 7, ATG4B inh -8, EBI2 antag 9, CCR6 antag 2 and UBC13 inh 8.
Screening COc1cc(CNC(=O)c2ccccc2NC(=O)C2=C(C)OCCS2)cc(OC)c1OC returned Gli-Sufu antag 91*, APJ agonist -2, CXCR6 block 11, APJ antag 21, ATG4B inh 2, EBI2 antag -2, CCR6 antag 10 and UBC13 inh 20.
For CC(C)(CN1CCCCC1)NS(=O)(=O)c1ccc(Cl)cc1 the results were Gli-Sufu antag -10, APJ agonist -1, CXCR6 block 0, APJ antag 16, ATG4B inh -6, EBI2 antag 2, CCR6 antag -10 and UBC13 inh 2.
For O=C1CC(C(=O)O)S/C(=N\NC(=O)c2ccc(F)cc2)N1 (centres undefined) the results were Gli-Sufu antag 6, APJ agonist 0, CXCR6 block -1, APJ antag 9, ATG4B inh 0, EBI2 antag -5, CCR6 antag 4 and UBC13 inh -1.
Screening Cc1nc2ccccc2c2nc(NC(=O)C(F)(F)F)nn12 returned Gli-Sufu antag 33, APJ agonist 0, CXCR6 block 1, APJ antag -4, ATG4B inh -2, EBI2 antag -17, CCR6 antag 4 and UBC13 inh 4.
CC1CCCCC1NC(=O)Cn1nnc2ccccc2c1=O (centres undefined) was read as Gli-Sufu antag 0, APJ agonist -5, CXCR6 block -2, APJ antag -2, ATG4B inh 3, EBI2 antag -7, CCR6 antag 2 and UBC13 inh -8.
For O=C(COC(=O)/C=C/c1cccs1)NC(=O)Cc1ccccc1 the results were Gli-Sufu antag 4, APJ agonist -2, CXCR6 block -7, APJ antag 7, ATG4B inh 4, EBI2 antag -7, CCR6 antag -5 and UBC13 inh 6.
`Cc1csc(-c2cnn(-c3ccccc3)c2NC(=O)c2cccc(C(F)(F)F)c2)n1` gave Gli-Sufu antag 8, APJ agonist -4, CXCR6 block -2, APJ antag 14, ATG4B inh -9, EBI2 antag -4, CCR6 antag 11 and UBC13 inh -18.
`O=C(CSc1nc(-c2ccccc2)cc(C(F)(F)F)n1)c1cccc([N+](=O)[O-])c1` gave Gli-Sufu antag 0, APJ agonist -3, CXCR6 block -6, APJ antag 2, ATG4B inh -10, EBI2 antag -8, CCR6 antag 3 and UBC13 inh -5.
Screening O=C(COC(=O)CNC(=O)c1cccc([N+](=O)[O-])c1)Nc1ccccc1OC(F)F returned Gli-Sufu antag -5, APJ agonist -4, CXCR6 block -4, APJ antag -11, ATG4B inh -9, EBI2 antag -10, CCR6 antag -6 and UBC13 inh -12.
Screening COc1ccccc1CN1CCN(Cc2nc(Cc3ccccc3)no2)CC1 returned Gli-Sufu antag 21, APJ agonist -4, CXCR6 block 8, APJ antag -5, ATG4B inh -2, EBI2 antag 10, CCR6 antag -3 and UBC13 inh -2.
`Cc1cccc2c1N(CCCOc1ccccc1)C(=O)C2=O` gave Gli-Sufu antag -7, APJ agonist -5, CXCR6 block 0, APJ antag 44*, ATG4B inh -2, EBI2 antag 11, CCR6 antag 39 and UBC13 inh -4.
For N#CC1=C2SCN(Cc3ccccc3)CN2C(=O)CC1c1ccccc1F (centres undefined) the results were Gli-Sufu antag -4, APJ agonist 5, CXCR6 block -4, APJ antag -6, ATG4B inh -2, EBI2 antag -18, CCR6 antag 16 and UBC13 inh 4.
For CCCN(Cc1ccccc1)C(=O)Nc1ccc2c(c1)nnn2C the results were Gli-Sufu antag -7, APJ agonist 7, CXCR6 block 1, APJ antag -31, ATG4B inh 1, EBI2 antag -1, CCR6 antag 1 and UBC13 inh 0.
For CN1Cc2c(N3CCOCC3)nc3sc(C(=O)c4ccccc4)c(N)c3c2CC1(C)C the results were Gli-Sufu antag -1, APJ agonist 0, CXCR6 block 4, APJ antag -1, ATG4B inh -4, EBI2 antag 7, CCR6 antag 3 and UBC13 inh 8.
Cc1nc2ccc(NC3=NCCCCC3)cc2s1 was read as Gli-Sufu antag -1, APJ agonist -3, CXCR6 block -4, APJ antag 11, ATG4B inh -9, EBI2 antag -15, CCR6 antag -12 and UBC13 inh 6.
For CCOC(=O)N1CCC(N(CCN(C)C)C(=S)Nc2cccc(Cl)c2C)CC1 the results were Gli-Sufu antag 14, APJ agonist -1, CXCR6 block -9, APJ antag 6, ATG4B inh -3, EBI2 antag -2, CCR6 antag 9 and UBC13 inh -6.
`CCOc1ccc2nc(NC(=O)c3ccco3)sc2c1` gave APJ agonist 4, CXCR6 block 3, APJ antag 8, ATG4B inh 2, EBI2 antag -4, CCR6 antag -7 and UBC13 inh -3.
`COc1ccc2c3n(nc2c1)CCN=C3c1ccc(C)cc1` gave Gli-Sufu antag 6, APJ agonist -3, CXCR6 block -3, APJ antag 10, ATG4B inh 6, EBI2 antag 12, CCR6 antag 2 and UBC13 inh 2.
For O=C(Nc1c(C(=O)NCc2ccco2)cnn1-c1ccccc1)c1ccc(F)cc1 the results were Gli-Sufu antag 4, APJ agonist -3, CXCR6 block 2, APJ antag 29, ATG4B inh -15, EBI2 antag 2, CCR6 antag -9 and UBC13 inh -1.

Reprinted from the part before: 2 entries, then new ones.
`COc1ccc2c3n(nc2c1)CCN=C3c1ccc(C)cc1` gave Gli-Sufu antag 6, APJ agonist -3, CXCR6 block -3, APJ antag 10, ATG4B inh 6, EBI2 antag 12, CCR6 antag 2 and UBC13 inh 2.
For O=C(Nc1c(C(=O)NCc2ccco2)cnn1-c1ccccc1)c1ccc(F)cc1 the results were Gli-Sufu antag 4, APJ agonist -3, CXCR6 block 2, APJ antag 29, ATG4B inh -15, EBI2 antag 2, CCR6 antag -9 and UBC13 inh -1.
For Cc1ccc(S(=O)(=O)NCCCn2ccnc2)cc1 the results were Gli-Sufu antag -2, APJ agonist -1, CXCR6 block -8, APJ antag -10, ATG4B inh -12, EBI2 antag -10, CCR6 antag 5 and UBC13 inh -10.
O=C(Cc1ccccc1)Nc1cccc(-c2nc3ncccc3o2)c1 was read as Gli-Sufu antag -18, APJ agonist 3, CXCR6 block 2, APJ antag 10, ATG4B inh -7, EBI2 antag -1, CCR6 antag -11 and UBC13 inh -5.
Screening Cc1cc(S(=O)(=O)NCC2CCCO2)c(C)cc1Br (centres undefined) returned Gli-Sufu antag 6, APJ agonist -2, CXCR6 block 2, APJ antag 17, ATG4B inh 0, EBI2 antag 4, CCR6 antag -2 and UBC13 inh 8.
Cc1ccc(OCC(=O)N(C)CC(=O)NCc2ccco2)c(Br)c1 was read as Gli-Sufu antag -8, APJ agonist 5, CXCR6 block 7, APJ antag 14, ATG4B inh 1, EBI2 antag -1, CCR6 antag 14 and UBC13 inh -2.
CCOC(=O)C1CCN(C(=O)COC(=O)CSc2ccccc2C)CC1 was read as Gli-Sufu antag -2, APJ agonist -1, CXCR6 block -1, APJ antag -11, ATG4B inh -5, EBI2 antag 2, CCR6 antag 4 and UBC13 inh -8.
